CHX counter: Cycloheximide Counterscreen for Small Molecule Inhibitors of Shiga Toxin. AID 2314, 2010. cell reporter, cycloheximide protein synthesis inhibition counterscreen. max response, %. 12% of 300,000 active; in the data active means max response mostly above about 13%, no sharp cut-off; inactive means mostly below about 14%; further: read at 38.3 µM for the half of the compounds with a filed dose; 0% is about no effect
Pf growth 48h: Primary qHTS for delayed death inhibitors of the malarial parasite plastid, 48 hour incubation | P. falciparum luciferase growth in erythrocytes, 48 h | Potency, µM (series often up to 28.7 µM), inactives show at the top dose activity change, negative = inhibition, actives largely listed as inhibitors | 5.9% of 310,000 active | AID 504832, 2011; further: potency means the concentration at half of the fitted maximal effect; on the % scale 0 is the no-effect control and ±100 the full control effect
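A one-generation exposure of luciferase-tagged malaria parasites in RPMI 1640/Albumax erythrocyte culture, 37 C and 5% CO2. Inhibition is inferred from decreased luminescence after adding detection reagent.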
Tb PYK inh: qHTS of Trypanosoma Brucei Inhibitors; Potency, µM (doses to about 76.8 µM), for the others: top-dose activity, negative = inhibition, hits mostly inhibitors; 0.12% of 410,000 active; TbPYK enzyme, Kinase-Glo Plus ATP luminescence, 45 min; pyruvate kinase (Trypanosoma brucei), Q57TT1; further: potency means the concentration at half of the fitted maximal effect; on the % scale 0 is the no-effect control and ±100 the full control effect; nearly all actives have a fitted effect of over 50% in size
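Readout: single end-point luminescence (Kinase-Glo Plus, 10 min). Reaction conditions were TbPYK/substrate plus 130 uM ADP, 45 min at RT, pH 7.2 TEA buffer. No-enzyme wells served as controls, and data were normalized before concentration-response fitting.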
AmpC inh no detg: qHTS Inhibitors of AmpC Beta-Lactamase (assay without detergent); P00811; AmpC nitrocefin hydrolysis, absorbance 480 nm, 0.0001% Triton; Potency, µM (series often up to 57.1 µM), for inactives: at the top dose activity change, negative = inhibition, usual class: inhibitors; 0.52% of 330,000 active; AID 485341, 2010;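 further: potency means the concentration at half of the fitted maximal effect; plate controls were no compound for no effect and no enzyme for full effect; nearly all actives have a fitted effect of over 20% in size; some results filed as inactive show a strong effect at the top dose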
Target sequence (P00811 whole entry, looked up): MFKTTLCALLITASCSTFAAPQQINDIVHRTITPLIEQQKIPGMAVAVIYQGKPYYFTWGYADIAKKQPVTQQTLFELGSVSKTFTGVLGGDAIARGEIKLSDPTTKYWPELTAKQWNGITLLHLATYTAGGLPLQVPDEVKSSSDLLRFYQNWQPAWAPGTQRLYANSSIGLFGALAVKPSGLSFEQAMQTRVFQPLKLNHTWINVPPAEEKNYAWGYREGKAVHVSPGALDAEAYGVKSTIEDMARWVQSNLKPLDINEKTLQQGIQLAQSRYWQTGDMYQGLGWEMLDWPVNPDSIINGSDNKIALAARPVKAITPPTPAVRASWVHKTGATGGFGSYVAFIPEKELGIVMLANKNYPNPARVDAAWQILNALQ
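AmpC (5.3 nM in the dispensed reagent) in 20 mM phosphate pH 7.0 with 0.01% (detergent screen) or 0.0001% Triton X-100 was preincubated with compounds for 15 min at room temperature. Nitrocefin was then added from an 800 uM solution, and hydrolysis was followed at 480 nm.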
Pf growth 96h: Primary qHTS for delayed death inhibitors of the malarial parasite plastid, 96 hour incubation. P. falciparum luciferase reporter growth, 96 h. Potency, µM (top dose mostly 28.7 µM), without a hit: at the highest dose activity change, negative = inhibition, actives largely listed as inhibitors. 6.9% of 320,000 active. AID 504834, 2011; further: potency means the concentration at half of the fitted maximal effect; on the % scale 0 is the no-effect control and ±100 the full control effect
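Erythrocytes infected with luciferase-expressing P. falciparum were dispensed at 2% hematocrit and 0.05% parasitemia (final), then incubated with compounds 96 hours at 37 C in 5% CO2. Luminescence after detection reagent addition reported growth.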
LmPK inh: qHTS Assay for Inhibitors of Leishmania Mexicana Pyruvate Kinase (LmPK); Q27686; 0.37% of 290,000 active; Potency, µM (titrated, usually from 57.5 µM), without a hit: at the highest dose activity change, negative = inhibition, actives largely listed as inhibitors; purified LmPK, Kinase-Glo ATP luminescence, 1 h; further: potency means the concentration at half of the fitted maximal effect; on the % scale 0 is the no-effect control and ±100 the full control effect
Target sequence (Q27686 whole entry, looked up): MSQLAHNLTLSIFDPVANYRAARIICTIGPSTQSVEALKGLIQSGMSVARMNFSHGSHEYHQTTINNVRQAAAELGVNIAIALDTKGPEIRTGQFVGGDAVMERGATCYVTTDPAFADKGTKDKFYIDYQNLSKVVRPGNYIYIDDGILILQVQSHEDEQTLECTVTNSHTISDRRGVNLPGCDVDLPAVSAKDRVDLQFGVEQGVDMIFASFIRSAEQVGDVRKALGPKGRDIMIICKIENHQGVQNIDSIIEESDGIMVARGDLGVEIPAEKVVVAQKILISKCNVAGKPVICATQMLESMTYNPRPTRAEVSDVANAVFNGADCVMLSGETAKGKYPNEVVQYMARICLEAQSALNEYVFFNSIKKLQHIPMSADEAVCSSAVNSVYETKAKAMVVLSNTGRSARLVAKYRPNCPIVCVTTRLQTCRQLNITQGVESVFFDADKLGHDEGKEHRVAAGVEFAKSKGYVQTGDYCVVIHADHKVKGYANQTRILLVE
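Screened at intermediate enzyme activity to detect both inhibitors and activators: LmPK at 0.1 nM, with a 0.5 nM enzyme column as activation reference. PEP 0.5 mM, ADP 0.1 mM; ATP detected by luminescence after 1 h.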
Shiga toxin inh: A qHTS for Small Molecule Inhibitors of Shiga Toxin | inhibition, % at 38.7 µM | AID 2315, 2010 | 9.2% of 290,000 active | Vero cells, Shiga toxin protein synthesis inhibition reporter; in the data active means inhibition mostly above about 28%, no sharp cut-off; inactive means mostly below about 43%; further: 0% is about no effect
Numbers without * were called inactive; ? = inconclusive; . = not tested or not shown; [ ] = another dose, or the depositor's remark. Unless noted, the call rests on the fitted dose curve; in most records, active means well fitted curve in the direction sought with a large enough effect; inconclusive means small, poorly fitted or top-dose-only effect, or another doubt; inactive means no such curve, though single readings can be large; an effect the other way counts as inactive or inconclusive.

Keys: A = CHX counter; B = Pf growth 48h; C = Tb PYK inh; D = AmpC inh no detg; E = Pf growth 96h; F = LmPK inh; G = Shiga toxin inh
CNC(=O)CSc1nnc(-c2cnccn2)n1C
  A: -5	B: 13%	C: 3%	D: -10%	E: 22%	F: -1%	G: 18

CCOC(=O)c1ccc(/C=N/O)[n+](Cc2ccccc2)c1
  A: 2	B: 3%	C: 3%	D: -17%	E: 38%[activator]	F: -2%	G: 11

Cc1ccc(C(=O)C(C)OC(=O)Cn2cnc3c2c(=O)n(C)c(=O)n3C)cc1 (stereo not drawn)
  A: .	B: ?	C: -2%	D: -3%	E: 12%	F: .	G: .

CC(C)(C)CC(=O)Nc1nnc(SCC(=O)NCc2cccs2)s1
  A: -3	B: 16%	C: 3%	D: -14%	E: 59%[activator]	F: -3%	G: 9

Cc1cc(C)nc(NC2=NCC(=O)N2c2ccccc2Br)n1
  A: 0	B: 16%	C: -5%	D: -12%	E: 12%	F: 2%	G: -2

CCOc1ccccc1CN1C(=O)c2ccccc2C1C(=O)NC(C)CC (stereo not drawn)
  A: -2	B: -30%	C: 1%	D: -13%	E: 8.3µM*	F: 1%	G: -14

Cn1c(=NC(=O)c2ccc(S(=O)(=O)N3CCCc4ccccc43)cc2)sc2cc(S(C)(=O)=O)ccc21
  A: -4	B: ?	C: 6%	D: -3%	E: ?	F: 1%	G: 0

c1cc2nc(C34CC5CC(CC(C5)C3)C4)[nH]c2cn1
  A: -3	B: ?	C: -1%	D: -13%	E: ?	F: -4%	G: 14

COc1cccc(C2C(C#N)=C(N)Oc3cc(C)n(Cc4ccco4)c(=O)c32)c1 (stereo not drawn)
  A: 2	B: 4%	C: -18%	D: -37%	E: -17%	F: -2%	G: -20

Cc1ccc(CNC(=O)C2CCN(S(=O)(=O)c3c(C)noc3/C=C/c3ccco3)CC2)cc1
  A: 5	B: .	C: 2%	D: -21%	E: 6.6µM*	F: 7%	G: 9

Cn1c(SCC(=O)Nc2ccc3cn[nH]c3c2)nnc1-c1cccs1
  A: -4	B: 8%	C: -15%	D: -19%	E: .	F: -3%	G: -14

CNS(=O)(=O)c1cc(NC(=O)c2cncn2-c2ccccc2)ccc1C
  A: -8	B: 0%	C: -2%	D: -12%	E: -1%	F: 0%	G: 11

CCCc1cc(=O)[nH]c(SCC(=O)N(C)CC(=O)Nc2ccc(C)cc2)n1
  A: -3	B: .	C: 3%	D: -14%	E: -15%	F: 3%	G: -11

O=C(O)c1ccccc1-c1ccccc1C(=O)Nc1nc2ccccc2s1
  A: 4	B: ?	C: 7%	D: -7%	E: -21%	F: 8%	G: 6

CCN1CCN(c2ccc(S(=O)(=O)N3CCCCC3)cc2NC(=O)c2cc3ccccc3o2)CC1
  A: .	B: 4.1µM*	C: 0%	D: 26%	E: 2.1µM*	F: .	G: .

N/C(COc1cccc(Cl)c1)=N\O
  A: -1	B: 11%	C: -1%	D: -16%	E: 16%	F: 3%	G: -2

COc1cc(OC)cc(C(=O)N2CC(=O)Nc3ccccc32)c1
  A: -1	B: -24%	C: -9%	D: -5%	E: ?	F: -4%	G: -15

FC(F)Oc1ccc(-c2csc(NNC3=NCCCCC3)n2)cc1
  A: 21*	B: ?	C: -21%	D: 3%	E: ?	F: -5%	G: 35

O=C(Nc1ccc2ccccc2c1)C(c1ccccc1)C1CCCC1 (stereo not drawn)
  A: 9	B: 8.3µM*	C: 3%	D: -41%	E: 2.1µM*	F: 1%	G: 34

Cc1ccccc1N1C(S)=C(C#N)C(=O)NC1c1cccs1 (stereo not drawn)
  A: 6	B: .	C: -6%	D: -34%	E: 2%	F: 11%	G: 31

O=CN1CCN(C(C(=O)NC2CCCCC2)c2cc3c(cc2[N+](=O)[O-])OCO3)CC1 (stereo not drawn)
  A: 13	B: -4%	C: 2%	D: -14%	E: 35%[1.15 µM]	F: 3%	G: -7

COc1cccc(C(=O)NCC2CCCN2S(=O)(=O)c2cccs2)c1 (stereo not drawn)
  A: .	B: ?	C: 1%	D: -17%	E: -22%	F: .	G: .

Cc1cccc(-n2c(O)cnc2Nc2nc(C)cc(C)n2)c1
  A: -2	B: 17%	C: 3%	D: -7%	E: 15%	F: -5%	G: -20

COc1ccc(/C=C/C(=O)c2ccc3c4c(cccc24)CC3)cc1
  A: 9	B: -6%	C: 3%	D: -15%	E: ?	F: 2%	G: 46

CCCCn1c(SCC(=O)NCc2ccco2)nc2ccc(N3CCOCC3)cc2c1=O
  A: -1	B: 15µM*	C: 19%	D: -7%	E: 1%	F: 2%	G: 4

CCCCOc1ccc(C(C)NC(=O)CCS(=O)(=O)Cc2ccccc2Cl)cc1 (stereo not drawn)
  A: -3	B: 5%	C: 14%	D: 1%	E: 0%	F: 9%	G: -4

O=C(c1ccc(Br)o1)N1CCN(CCOc2ccccc2)CC1
  A: -3	B: 3%	C: -3%	D: 23%	E: -13%	F: -2%	G: -4

O=c1c2c(nc3n1CCS3)c1cc(F)ccc1n2Cc1cc(=O)n2cc(Cl)ccc2n1
  A: -4	B: ?	C: 4%	D: 1%	E: 1.9µM*	F: 2%	G: 13

CCCc1c(OCCCOc2ccc(OCC(=O)O)cc2)ccc(C(C)=O)c1O
  A: .	B: 0%	C: 12%	D: -4%	E: 20%	F: .	G: .

Cc1noc(NS(=O)(=O)c2ccc(NC(=O)NC(C)(C(F)(F)F)C(F)(F)F)cc2)c1C
  A: -1	B: -12%[0.00184 µM]	C: -4%	D: -25%	E: 2%	F: 1%	G: -3

O=C(CSc1nc2cc(Cl)ccc2s1)Nc1cccc(S(=O)(=O)N2CCOCC2)c1
  A: 6	B: ?	C: -9%	D: -17%	E: ?	F: 3%	G: -10

Cc1ccccc1OCC(=O)NC(=S)Nc1ccc(S(=O)(=O)NC2CCCCC2)cc1
  A: -4	B: 5%	C: -7%	D: -49%	E: 39%[activator]	F: 2%	G: -22

Cc1ccc(-c2nn(CC(N)=O)c(=O)c3ccccc23)cc1S(=O)(=O)N(C)C
  A: -2	B: -4%	C: .	D: -5%	E: .	F: -1%	G: -15

CCn1c(CSc2nc(C)cc(C)n2)nnc1SCC(=O)Nc1nc(-c2ccccc2)cs1
  A: -5	B: -25%	C: -6%	D: -44%	E: -5%	F: -4%	G: -16

CCOc1ccc(NC(=O)CN2CCN(CC(=O)c3ccc(OCC)cc3)CC2)cc1
  A: 4	B: ?	C: -8%	D: 124%[activator]	E: 32%[activator]	F: 2%	G: 18

Cc1cc(C)n(-c2nc(-c3ccc(Cl)c(Cl)c3)cs2)n1
  A: 16	B: 25%	C: 7%	D: -19%	E: 45%[activator]	F: -6%	G: -11

COc1ccc(NC(=S)N(CCCN2CCC(C)CC2)Cc2cccs2)cc1Cl
  A: -4	B: -21%	C: ?	D: -13%	E: -25%	F: 7%	G: 6

Cc1ccc(Cn2nnc3c(=O)[nH]c(C4CCN(S(=O)(=O)/C=C/c5ccccc5)CC4)nc32)cc1
  A: -3	B: ?	C: -2%	D: -7%	E: 28%	F: 5%	G: -14

O=C(NCc1cccnc1)C1CC(c2ccccc2Cl)=NO1 (stereo not drawn)
  A: 2	B: 2%	C: 0%	D: -17%	E: -20%	F: 4%	G: 45

CCCn1c(N)c(Sc2ccc(Cl)cc2)c(=O)n(CCC)c1=O
  A: -2	B: ?	C: -6%	D: -22%	E: .	F: -1%	G: -31

CCOc1ccc(NC(=O)CCCc2cc(-c3ccc(OCC)cc3)on2)cc1
  A: 2	B: -1%	C: -1%	D: -12%	E: .	F: 1%	G: 13

O=C(CSc1nnc(-c2ccncc2)o1)N1CCCCCC1
  A: 10	B: 26%	C: 3%	D: -18%	E: -11%	F: -5%	G: 34

COc1ccc(NS(=O)(=O)c2cccc(C(=O)NCC3CCCO3)c2)cc1 (stereo not drawn)
  A: .	B: ?	C: 2%	D: -15%	E: -10%	F: .	G: .

COc1ccc(C2C(C(=O)c3ccc(C)o3)=C(O)C(=O)N2Cc2cccnc2)cc1OC (stereo not drawn)
  A: -2	B: 18%	C: -3%	D: -2%	E: -4%	F: 9%	G: 3

Cc1ccc(S(=O)(=O)CCC(=O)OCC(=O)NC(C)c2ccccc2)cc1 (stereo not drawn)
  A: .	B: 1%	C: -9%	D: 2%	E: 4%	F: .	G: .

For reference, some entries already given:
Keys: A = CHX counter; B = Pf growth 48h; C = Tb PYK inh; D = AmpC inh no detg; E = Pf growth 96h; F = LmPK inh; G = Shiga toxin inh
O=C(CSc1nnc(-c2ccncc2)o1)N1CCCCCC1
  A: 10	B: 26%	C: 3%	D: -18%	E: -11%	F: -5%	G: 34

COc1ccc(NS(=O)(=O)c2cccc(C(=O)NCC3CCCO3)c2)cc1 (stereo not drawn)
  A: .	B: ?	C: 2%	D: -15%	E: -10%	F: .	G: .

Continuation.
Keys: A = CHX counter; B = Pf growth 48h; C = Tb PYK inh; D = AmpC inh no detg; E = Pf growth 96h; F = LmPK inh; G = Shiga toxin inh
COc1ccc(S(=O)(=O)Nc2c(NC3CCCCC3)c3ccccc3oc2=O)cc1OC
  A: -2	B: -15%	C: -4%	D: 18%	E: ?	F: 0%	G: 3

N/C(=N\OC(=O)Cc1cccs1)c1ccc(Br)cc1
  A: 50*	B: 67%[activator]	C: 4%	D: -14%	E: 76%[activator]	F: 1%	G: 81*

N#Cc1c(-c2ccncc2)cc(-c2ccc(F)cc2)nc1N
  A: -4	B: 2%	C: 1%	D: -13%	E: 3%	F: -6%	G: 2

O=C1c2ccccc2NC(c2cccs2)N1O (stereo not drawn)
  A: .	B: -4%	C: -15%	D: -10%	E: 3%	F: .	G: .

COc1ccccc1CC(=O)N1CCC(n2nccc2NC(=O)C2CCOC2)CC1 (stereo not drawn)
  A: 12	B: 3%	C: -5%	D: -2%	E: -13%	F: -6%	G: -13

Cc1ccc(-c2nc(CN(C)Cc3cccc4cnccc34)c(C)o2)s1
  A: 10	B: ?	C: 9%	D: 83%[activator]	E: 13µM*	F: -1%	G: -7

O=C(NCc1cccnc1)C(=O)NCC1CCCO1 (stereo not drawn)
  A: 0	B: 27%	C: 0%	D: -11%	E: 83%[activator]	F: -3%	G: -3

CCC1=NN(C(=O)C(=O)Nc2ccc(Br)cc2)C(O)(C(F)(F)F)C1 (stereo not drawn)
  A: -3	B: ?	C: 6%	D: -34%	E: -21%	F: 8%	G: 12

COc1ccc(NC(=O)CN(C2CCCCC2)S(C)(=O)=O)cc1OC
  A: 1	B: -13%	C: 2%	D: -9%	E: ?	F: -2%	G: -20

Cc1cc(C)c2c(=O)c(C#N)coc2c1
  A: 3	B: 39%[activator]	C: 7%	D: -12%	E: 11%	F: -1%	G: -12

Source: PubChem BioAssay (National Center for Advancing Translational Sciences (NCATS))
